High-throughput results deposited in PubChem by several laboratories.
M17LAP inhibition: P. falciparum M17LAP inhibitors, primary screen, biochemical, fluorogenic H-Leu-NHMec substrate, 1536-well (AID 1619); recombinant M17LAP, H-Leu-NHMec fluorogenic kinetic assay; higher % means a stronger effect; one-dose inhibition, % at 30 µM; IC50 in µM for titrated hits; 220,000 tested, 0.38% active;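 active = compound inhibiting the enzyme by more than half at any dose during confirmatory dose-response retesting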;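 also: plate controls were full reaction with DMSO carrier for no effect and no enzyme background for full effect; strong numbers were not always called active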
XIAP displacement: small molecules displacing peptide from XIAP – biochemical, IAP family, fluorescence polarization (AID 1018); XIAP BIR domain, fluorescence polarization peptide displacement; higher % means a stronger effect; displacement, % at 20 µM; hits with a dose series show IC50 in µM; 200,000 tested, 0.007% active; in the data active = displacement above about 50%; also: a part of the inactive calls stands beside numbers as strong as those of hits
Hep lipid drop: hepatic lipid droplet formation modulation | AML12 mouse hepatocytes, oleate lipid droplets, BODIPY imaging | inhibition, % at 6.5 µM | 240,000 tested, 0.4% active;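 active = lipid droplet intensity inhibited by at least 50%, with more than 500 cells counted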
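Assay system: AML12 hepatocytes (mouse); Probe or stimulus: oleic acid at 100 µM to induce lipid droplet formation; Dosing: compound at 6.5 µM only; Schedule: compound with oleate, overnight; Detection: fluorescence imaging, 20x objective, two fields per well; Measure: % inhibition of lipid droplet signal.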
Siah-1 displacement: blockers of Siah-1 interaction with plectin peptide – biochemical, fluorescence polarization, rhodamine-plectin, uHTS, primary screen (AID 1817). 290,000 tested, 0.02% active. displacement, % at 20 µM; hits with a dose series show IC50 in µM. Siah-1 / rhodamine-plectin peptide fluorescence polarization; higher % means a stronger effect;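 active = displacement of at least 50% at 20 µM, with a fluorescence ratio check between 0.3 and a set limit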;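 also: plate controls were Siah plus tracer with DMSO for no effect and tracer alone without Siah for full effect; strong numbers were not always called active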
PMI inhibition: MPI inhibition at elevated mannose 6-phosphate – biochemical, fluorescence intensity, high mannose 6-phosphate, primary screen (AID 1220) | recombinant PMI enzyme, coupled fluorescence intensity; higher % means a stronger effect | inhibition, % at 20 µM, or IC50 in µM where a hit was titrated | 190,000 tested, 0.66% active
PMI inhibitors: MPI enzyme activity inhibition – biochemical, fluorescence intensity, coupled assay, primary screen (AID 1209); one-dose inhibition, % at 20 µM; IC50 in µM for titrated hits; 190,000 tested, 0.42% active; purified PMI enzyme, coupled fluorescence intensity; higher % means a stronger effect;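 also: plate controls were DMSO vehicle for no effect and wells lacking substrate for full effect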
K1F lysis inhibition: protection from phage-mediated lysis, alamar blue read-out – E. coli UTI89, K1F phage, bacterial capsule biogenesis inhibitors (AID 488966); E. coli UTI89 K1F phage lysis, alamar blue, 2 h; higher % means a stronger effect; one-dose inhibition, % at 100 µM; IC50 in µM for titrated hits; 340,000 tested, 0.02% active;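 active = phage lysis inhibition, versus mean bacterial control, above a set limit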;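 also: capsule biogenesis inhibitors block K1F phage lysis so surviving cells raise fluorescence; higher fluorescence means more inhibition of phage lysis; actives were called in the ten point dose series up to 300 µM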
TNAP activators: human TNAP enzyme activators, primary screen, biochemical, luminescent, no phosphate acceptor, uHTS (AID 1001) | purified TNAP, luminescent activation assay, no phosphate acceptor; higher activation fold means a stronger effect | one-dose activation fold at 20 µM; EC50 in µM for titrated hits | 200,000 tested, 0.03% active; in the data active = activation fold from about 3, or a potency from the dose series; inactive = the rest, 99 in 100 with activation fold below about 1.6; also: many of its hits are not listed in these tables
P. falciparum M1AAP: malaria alanyl aminopeptidase activity blockers – biochemical, fluorogenic H-Leu-NHMec substrate, 1536-well (AID 1445). recombinant M1AAP, H-Leu-NHMec fluorogenic kinetic assay; higher % means a stronger effect. 220,000 tested, 0.42% active. inhibition, % at 30 µM, or IC50 in µM where a hit was titrated;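 active = primary inhibition above the hit cutoff, then over 50% inhibition at one or more dose response concentrations, cut at about 23% in these data, passing the limit was not always enough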;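 also: plate controls were DMSO full reaction for no effect and no enzyme background for full effect; strong numbers were not always called active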
Hep lipid drop cells 6.5 µM: further read-out of Hep lipid drop, marked with its call; cell count; measured here: cell count, cytotoxicity flag;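 cells counted across two imaged fields per well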
* = called active by the depositor; · = no result given; [ ] = dose if it differs, or a comment. Rule as the data show it, unless noted: active = inhibition above about 50%; inactive = the rest.

The opening 9 records (preview)
Below each SMILES: Siah-1 displacement, PMI inhibition, Hep lipid drop, TNAP activators, P. falciparum M1AAP, Hep lipid drop cells 6.5 µM, PMI inhibitors, XIAP displacement, K1F lysis inhibition, M17LAP inhibition
1. Cc1ccc(SCc2[nH]nc3c2C2(C(=O)Nc4ccc(F)cc42)C(C#N)=C(N)O3)cc1 (stereo not given)
→ -1%, 1%, -20, 1, 2%, 810, 13%, -6.1%, 1.9%, 11%
2. Cc1cc(C(F)(F)F)nn1CC(=O)Nc1cccnc1
→ -2%, -1%, ·, 1, 10%, ·, -18%, -6.4%, 2.0%, -2%
3. CCSc1nnc(NC(=O)c2ccccc2)s1
→ 3%, -10%, 24, 1.1, 1%, 785, -6%, -6.3%, 1.8%, 9%
4. O=C(C[n+]1cc(-c2ccc(Cl)cc2)n2c1CCCCC2)c1ccccc1
→ 0%, ·, -9, ·, 6%, 683, ·, ·, -0.3%, 13%
5. COCCCn1c(SCC(=O)Nc2ccc(C(C)=O)cc2)nc2ccccc2c1=O
→ 1%, 3%, ·, 0.9, 1%, ·, 3%, -1.8%, 0.6%, 3%
6. Cc1ccc(/C=C/C(=O)Nc2ccncc2)o1
→ -1%, -10%, 0, 1.1, 7%, 665, -22%, -3.8%, 4.8%, 39%
7. CCN(CC(=O)NC(C)C)C(=O)[C@@H](NC(=O)c1ccco1)C(C)C
→ 3%, -9%, -11, 0.9, 0%, 648, -10%, -4.7%, -3.1%, -10%
8. O=C(COC(=O)c1ccc(-c2ccc([N+](=O)[O-])cc2)o1)NC(=O)NC12CC3CC(CC(C3)C1)C2
→ 4%, 3%, 7, 1, 9%, 708, 11%, -4.9%, -8.2%, 0%
9. O=c1[nH]c(=O)n(C2CCCCCC2)c(O)c1C=NCc1ccc(F)cc1
→ 1%, 14%, 1, 1, -3%, 738, 16%, 0.6%, 5.5%, 3%

The list itself, from the start:
Below each SMILES: Siah-1 displacement, PMI inhibition, Hep lipid drop, TNAP activators, P. falciparum M1AAP, Hep lipid drop cells 6.5 µM, PMI inhibitors, XIAP displacement, K1F lysis inhibition, M17LAP inhibition
1. Cc1ccc(SCc2[nH]nc3c2C2(C(=O)Nc4ccc(F)cc42)C(C#N)=C(N)O3)cc1 (stereo not given)
→ -1%, 1%, -20, 1, 2%, 810, 13%, -6.1%, 1.9%, 11%
2. Cc1cc(C(F)(F)F)nn1CC(=O)Nc1cccnc1
→ -2%, -1%, ·, 1, 10%, ·, -18%, -6.4%, 2.0%, -2%
3. CCSc1nnc(NC(=O)c2ccccc2)s1
→ 3%, -10%, 24, 1.1, 1%, 785, -6%, -6.3%, 1.8%, 9%
4. O=C(C[n+]1cc(-c2ccc(Cl)cc2)n2c1CCCCC2)c1ccccc1
→ 0%, ·, -9, ·, 6%, 683, ·, ·, -0.3%, 13%
5. COCCCn1c(SCC(=O)Nc2ccc(C(C)=O)cc2)nc2ccccc2c1=O
→ 1%, 3%, ·, 0.9, 1%, ·, 3%, -1.8%, 0.6%, 3%
6. Cc1ccc(/C=C/C(=O)Nc2ccncc2)o1
→ -1%, -10%, 0, 1.1, 7%, 665, -22%, -3.8%, 4.8%, 39%
7. CCN(CC(=O)NC(C)C)C(=O)[C@@H](NC(=O)c1ccco1)C(C)C
→ 3%, -9%, -11, 0.9, 0%, 648, -10%, -4.7%, -3.1%, -10%
8. O=C(COC(=O)c1ccc(-c2ccc([N+](=O)[O-])cc2)o1)NC(=O)NC12CC3CC(CC(C3)C1)C2
→ 4%, 3%, 7, 1, 9%, 708, 11%, -4.9%, -8.2%, 0%
9. O=c1[nH]c(=O)n(C2CCCCCC2)c(O)c1C=NCc1ccc(F)cc1
→ 1%, 14%, 1, 1, -3%, 738, 16%, 0.6%, 5.5%, 3%
10. CCOc1ccc(NC(=O)C(Cc2ccccc2)NC(=O)C2CCCCC2)cc1 (stereo not given)
→ -3%, 2%, 4, 1, 0%, 687, 5%, -5.0%, 1.5%[50 µM], -3%
11. Cc1c(C(=O)OCc2ccccc2)nnn1-c1nonc1N
→ 2%, 4%, ·, 1.1, 21%, ·, 9%, -14%, 0.2%, -6%
12. O=C(CSc1ccc(-c2ccncc2)nn1)N1CCN(c2ccccc2)CC1
→ 0%, -12%, -12, 1.1, -3%, 760, -8%, -2.1%, 0.0%, -1%
13. COC(=O)c1ccc(-c2sc3nc(N4CCOCC4)c4c(c3c2N)CCCC4)o1
→ -2%, 20%, 21, 1.1, -6%, 777, 22%, 1.3%, ·, -15%
14. O=C1CC(c2ccccc2)CC(O)=C1C=NC1CCCCC1 (stereo not given)
→ -1%, -3%, ·, 1.1, 8%, ·, -3%, -2.3%, -0.9%, 12%
15. NC(=O)c1ccc(C(F)(F)F)n(Cc2c(Cl)cccc2Cl)c1=O
→ -3%, 14%, ·, 1.1, 0%, ·, 21%, -3.3%, 4.5%, 3%
16. COCC(=O)NC(C)c1nc2ccccc2[nH]1 (stereo not given)
→ 3%, -11%, 13, 1, 4%, 649, -6%, -4.7%, 0.2%, -5%
17. CCOc1ccc(C(=O)N/N=C/c2cc(Cl)ccc2[N+](=O)[O-])cc1
→ -9%, -4%, 11, 1.1, 4%, 594, -2%, 0.4%, 2.1%, 8%
18. COc1ccc(/C=N/NC(=O)c2cccc([N+](=O)[O-])c2)cc1O
→ 10%, -1%, 2, 1.1, 10%, 668, -2%, -0.4%, -0.6%, 15%
19. COc1ccc(CCNC(=O)C(C)OC(=O)c2ccco2)cc1OC (stereo not given)
→ 1%, -11%, ·, 1.1, 8%, ·, -8%, -4.6%, 7.0%, 15%
20. CCn1c(SCC(=O)NCC2CCCO2)nnc1-c1ccccc1 (stereo not given)
→ -6%, -5%, -3, 1.1, 2%, 713, -6%, -6.6%, 1.6%, 11%
21. Cn1c(CSCc2ccccc2Cl)n[nH]c1=S
→ -4%, 2%, 13, 1.5, 0%, 665, -1%, -6.9%, 0.2%, -1%
22. COc1cc2ncnc(NCc3ccc(Cl)cc3)c2cc1OC
→ -6%, 11%, 51*, 1, 3%, 488*, 18%, -0.5%, 0.1%, 1%
23. CC(NC(=O)c1ccccc1F)c1nnc(SCc2nc3ccccc3c(=O)[nH]2)n1C (stereo not given)
→ -2%, -13%, -4, 1, 1%, 668, -11%, -8.4%, -1.4%, 16%
24. CC(=O)c1ccc(NC(=O)Nc2ccccc2)cc1
→ 2%, 0%, 6, 1.1, -6%, 818, 5%, 0.4%, 2.3%[50 µM], 21%
25. Cc1cc(=O)[nH]c(N/N=C/c2cc(C)n(CC(F)(F)F)c2C)n1
→ 16%, ·, -1, ·, 0%, 743, ·, ·, 0.3%, 14%
26. CNC(=S)NC1CC2CCCC(C1)N2Cc1ccc(C)cc1 (stereo not given)
→ 15%, -8%, -3, 1.1, 6%, 719, -1%, -1.1%, -0.2%, -8%
27. CCOC(=O)c1ccccc1-c1csc(NS(=O)(=O)c2ccc(Cl)cc2)n1
→ -4%, 4%, ·, 1.1, 14%, ·, 10%, -7.8%, -1.7%, 56%
28. NC(=O)CCC(NC(=O)c1ccc(Cl)cc1)C(=O)O (stereo not given)
→ 4%, -9%, 11, 1.2, 8%, 733, -16%, 1.1%, -0.3%, 6%
29. O=C(N=Nc1c(O)[nH]c2ccc(Br)cc12)c1cc(-c2cccs2)nc2ccccc12
→ -4%, -1%, -3, 0.9, 2%, 724, -1%, -3.6%, -0.2%, 3%
30. Cn1c(=O)c2c(nc(Cc3ccccc3)n2C)n(C)c1=O
→ 1%, ·, 15, ·, -1%, 702, ·, ·, 0.3%, -1%
31. COc1cc(OC)cc(C(=O)N2CCCc3ccccc32)c1
→ 5%, 13%, ·, 1.1, 0%, ·, 12%, -1.1%, 6.2%, 0%
32. COc1ccc(OCC(=O)Nc2ccc3nc(C)sc3c2)cc1
→ 3%, -10%, 6, 1.2, 5%, 697, -8%, -3.5%, 0.3%, 3%
33. O=C(O)CC(C(=O)Nc1ccc(F)cc1)C1CCCO1 (stereo not given)
→ 0%, ·, 17, ·, 4%, 695, ·, ·, 0.0%, 0%
34. Cc1cc(Cl)nc(Cl)c1C(=O)NC(=O)NCCC(C)C
→ 8%, -6%, 5, 1.1, -4%, 693, -18%, -6.7%, 0.4%, -5%
35. CCCNC(=O)N[C@@H](CCSC)C(=O)OC
→ -2%, -2%, 1, 1, 5%, 844, 1%, -7.3%, 2.4%, -5%
36. NC(=O)c1nn(-c2ccccc2)nc1NC(=O)Cn1nnc(-c2ccccc2)n1
→ 9%, -14%, 8, 1, 2%, 685, -4%, -2.2%, 0.4%, 3%
37. O=C(O)CSc1ncccc1C(=O)O
→ -7%, -10%, -4, 1.1, -3%, 558, -14%, -5.8%, 2.0%[50 µM], -5%
38. CCCCNC(=O)c1cc(-c2ccc(F)cc2)on1
→ 8%, -7%, 0, 1.1, -3%, 724, -7%, -0.4%, -0.7%, -6%
39. Cc1nc2ccc(S(=O)(=O)NCC(=O)N3CCc4ccccc4C3)cc2s1
→ 3%, 27%, -6, 1.1, -1%, 659, 13%, 0.0%, 0.4%, -7%
40. COCCCNC(=O)c1c(N)n(/N=C/c2ccccn2)c2nc3ccccc3nc12
→ 4%, 4%, ·, 1, 15%, ·, 11%, -6.9%, 0.6%, -5%
41. CCC(C)NC(=O)c1cnc2n(c1=O)CCS2 (stereo not given)
→ 2%, 3%, 0, 1.1, 4%, 667, 3%, -2.8%, -0.2%, 7%
42. CCOc1ccc(-n2c(SCC(=O)Nc3ccc(CC)cc3)nc3n[nH]c(C)c3c2=N)cc1
→ -8%, -9%, 51*, 1.2, 0%, 751*, -11%, -4.8%, 0.0%, 4%
43. CN1CCN(C(=O)c2cc3nc(-c4ccccc4)cc(C(F)(F)F)n3n2)CC1
→ -4%, -3%, 0, 1.1, 1%, 798, 9%, -2.2%, 0.9%, 5%
44. c1ccc(C2=Nn3c(Cn4nnc5ccccc54)nnc3SC2)cc1
→ 10%, ·, 2, ·, 10%, 613, ·, ·, ·, 5%
45. C#CCn1c(=NC(=O)CSC(C)=O)sc2cc(F)ccc21
→ 8%, 1%, 1, 1.1, -1%, 658, 9%, -2.5%, 0.1%, -4%
46. CN(C)C(CNC(=S)Nc1ccc(F)cc1)c1cccnc1 (stereo not given)
→ -6%, 6%, 7, 1, 1%, 727, 7%, 0.8%, 0.3%, 3%
